Compound activity: PubChem, National Center for Advancing Translational Sciences (NCATS)
FBPA coupling cs: inhibits coupling enzyme system, counter-screen for aldolase hits; AID 2472; 290,000 compounds, 0.67% hits; activity change, negative = inhibition, % at 58.2 µM, hits read low; coupling enzyme system counterscreen, AmpLite Red fluorescence; in the data active means activity change below about -30%; further: on the % scale 0 is the no-effect control and ±100 the full control effect
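Counterscreen of the coupled detection system alone, without aldolase: glyceraldehyde-3-phosphate coupling enzymes plus AmpLite Red readout. Compounds at 57.5 uM final, 10 min RT preincubation, 20 min RT reaction, fluorescence 525/598 nm.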
CXXC DNA block: inhibitors of human MLL CXXC domain-DNA interaction; Q03164; MLL-CXXC / FITC-HOXA9 DNA fluorescence polarization; Potency, µM (highest dose often 115 µM), without a hit: at the top dose activity change, negative = inhibition, hits mostly inhibitors; 290,000 compounds, 0.037% hits; active means well fitted inhibition curve with a large enough effect in the polarisation, with a control signal flat, not every such curve was filed as active; inconclusive means small, poorly fitted or top-dose-only effect, or effect the other way, or a change in a side signal; inactive means no such curve, though single readings can be large or run the other way; the % refers to the polarisation; further: potency means the concentration at half of the fitted maximal effect
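Fluorescence polarization: 7 uM MLL-CXXC (stock) preincubated 5 min with compounds, then 50 nM fluorescein-HOX-A9 DNA (stock) added; 30 min ambient. Buffer 50 mM Tris-HCl pH 7.5, 50 mM NaCl, 1 mM DTT, 0.05% BSA.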
PKM2 act: increases activity of human pyruvate kinase M2; purified PKM2, Kinase-Glo ATP luminescence, activation; response scale: 0% is enzyme alone, no compound; Potency, µM (series often up to 57.5 µM), without a hit: at the highest dose activation, usual class: activators; 260,000 compounds, 0.34% hits; further: potency means the concentration at half of the fitted maximal effect; on the % scale 0 is the no-effect control and ±100 the full control effect; nearly all actives have a fitted effect of over 55% in size
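ATP formation by purified human PK-M2, quantified via coupled luciferase luminescence after 1 h at room temperature with 0.1 mM ADP and 0.5 mM PEP final.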
Menin MLL FP TR: inhibitors of human menin-MLL interaction, mutant MLL peptide | AID 1768 | O00255 | Potency, µM (highest dose often 61.6 µM), without a hit: top-dose FP activity change, negative = inhibition, usual class: inhibitors | Menin + Texas Red MLL mutant peptide, fluorescence polarization | 270,000 compounds, 0.23% hits; active means well fitted inhibition curve with a large enough effect in the polarisation, with a control signal flat, not every such curve was filed as active; inconclusive means small, poorly fitted or top-dose-only effect, or effect the other way, or a change in a side signal; inactive means no such curve, though single readings can be large or run the other way; the % refers to the polarisation; further: potency means the concentration at half of the fitted maximal effect; % of control where 0% means no effect; many of its hits are not listed in these tables
TRPV1 ag: human TRPV1 agonism; TRPV1-expressing cells, Fluo-8 calcium influx, agonist mode; AID 540275; activation, % at 8.33 µM; 320,000 compounds, 0.19% hits; in the data active means activation above about 80%; inconclusive means between about 30% and that limit; further: 0% is about no effect
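Fluo-8 calcium influx in TRPV1-expressing cells, kinetic read (ex 480/em 520 nm). Compound added and read 3 min for agonist activity, followed by capsaicin at EC20 final and 2 min further read for enhancement.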
Giardia killer: kills Giardia lamblia. AID 540267. Giardia lamblia trophozoite viability. activity change, % at 7.66 µM, hits read low. 340,000 compounds, 0.15% hits; in the data active means activity change below about -80%; inconclusive means between about -30% and that limit;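 further: parasites exposed to compound for two days anaerobically before the ATP read; on the % scale 0 is the no-effect control and ±100 the full control effect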
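Luminescence from cellular ATP indicates surviving trophozoites (100 cells/well) following 48 hrs anaerobic compound treatment at 37 deg C; signal develops 15-30 min at room temperature.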
GALK inh: inhibitors of human galactokinase; P51570; Purified GALK, Kinase-Glo residual ATP luminescence; Potency, µM (series often up to 57.5 µM), without a hit: at the highest dose activity change, negative = inhibition, usual class: inhibitors; 270,000 compounds, 0.007% hits; further: potency means the concentration at half of the fitted maximal effect; on the % scale 0 is the no-effect control and ±100 the full control effect
Target sequence (P51570 whole entry, looked up): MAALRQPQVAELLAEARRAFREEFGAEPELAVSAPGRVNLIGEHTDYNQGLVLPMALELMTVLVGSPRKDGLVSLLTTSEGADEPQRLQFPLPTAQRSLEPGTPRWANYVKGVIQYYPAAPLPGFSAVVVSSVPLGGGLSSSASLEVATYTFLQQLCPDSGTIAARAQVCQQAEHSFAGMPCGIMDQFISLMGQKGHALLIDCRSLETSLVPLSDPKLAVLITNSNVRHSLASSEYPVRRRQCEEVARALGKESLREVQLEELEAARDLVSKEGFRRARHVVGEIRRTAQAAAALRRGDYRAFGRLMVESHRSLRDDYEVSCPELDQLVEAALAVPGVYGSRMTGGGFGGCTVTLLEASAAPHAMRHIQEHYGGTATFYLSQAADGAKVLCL
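Kinase-Glo Plus luminescence measured ATP left after a 1 h room-temperature reaction. The reaction used 5 nM GALK, 100 uM galactose and 35 uM ATP at pH 8.0 (20 mM HEPES, 5 mM MgCl2, 60 mM NaCl, 1 mM DTT, 0.01% BSA).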
KCNH2 WT inh: inhibitors of human wildtype KCNH2 potassium channel. Q12809. U2OS, BacMam KCNH2, thallium flux FluxOr; active compounds read low. 340,000 compounds, 0.37% hits. activity change, % at 1.84 µM;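 active means maximum activity change below -70%; inconclusive means maximum activity change between -70% and -50%; inactive means maximum activity change above -50%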; further: on the % scale 0 is the no-effect control and ±100 the full control effect
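U2OS cells were transduced with wild-type KCNH2 virus (2.03 x 10^8 / mL) for 4 h at room temperature, then cultured overnight at 37 C. Thallium flux was read with FluxOr dye. Rate constants were normalized to DMSO controls.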
KCNH2 3.1 inh: KCNH2 3.1 (human) potassium channel inhibition; U2OS KCNH2 3.1, thallium flux FluxOr; active compounds read low; activity change, % (tested at about 1.8 µM); 340,000 compounds, 0.95% hits;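 active means maximum activity change below -70%; inconclusive means maximum activity change from -70% to -50%; inactive means maximum activity change above -50%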;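 further: thallium influx rate constant from kinetic fluorescence after stimulation buffer; on the % scale 0 is the no-effect control and ±100 the full control effect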
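Measured as rate of thallium-driven FluxOr signal in transduced U2OS cells carrying the 3.1 channel, read kinetically for 2 min upon stimulation; values are rate constants scaled to DMSO control wells.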
USP2a block: blocks human ubiquitin-specific protease USP2a; USP2 core, Ub-CHOP2 coupled fluorogenic reporter, 485/531; Potency, µM (top dose mostly 38.3 µM), without a hit: at the top dose activity change, negative = inhibition, actives largely listed as inhibitors; 330,000 compounds, 0.01% hits; AID 463254;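 further: potency means the concentration at half of the fitted maximal effect; plate controls were DMSO wells for no effect and full inhibition by NEM control for full effect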
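Cell-free coupled assay: 10nM USP2 core preincubated 30min RT with compound in Tris-HCl pH 8.0/CaCl2/CHAPS buffer, then 25nM Ub-CHOP2 and 25nM reporter substrate; fluorescence (Ex 485/Em 531) read after 60min RT, normalized to NEM inhibition, concentration-response curves fitted.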
B2AR arrestin: agonists driving beta-arrestin recruitment to human beta2-adrenergic receptor; AID 492947; beta-arrestin recruitment to beta2AR, cell-based reporter; Potency, µM (series often up to 46.1 µM), for inactives: at the highest dose activation, most hits filed as activators; 330,000 compounds, 0.02% hits; P07550;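 further: potency means the concentration at half of the fitted maximal effect; 0% = DMSO controls and full agonism = EC100 isoproterenol or metaproterenol; nearly all actives have a fitted effect of over 65% in size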
Target sequence (P07550 whole entry, looked up): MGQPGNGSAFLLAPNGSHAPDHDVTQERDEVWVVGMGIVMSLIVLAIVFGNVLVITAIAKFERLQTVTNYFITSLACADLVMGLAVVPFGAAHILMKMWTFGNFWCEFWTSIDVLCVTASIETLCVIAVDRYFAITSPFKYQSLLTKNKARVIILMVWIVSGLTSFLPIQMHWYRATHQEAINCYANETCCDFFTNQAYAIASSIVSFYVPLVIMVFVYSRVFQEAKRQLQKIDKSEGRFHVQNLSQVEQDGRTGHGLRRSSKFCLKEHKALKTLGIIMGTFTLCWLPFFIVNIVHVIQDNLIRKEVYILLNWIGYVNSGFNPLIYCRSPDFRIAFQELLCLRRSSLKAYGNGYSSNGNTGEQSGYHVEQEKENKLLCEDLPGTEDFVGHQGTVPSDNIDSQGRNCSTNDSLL
An asterisk follows results filed as active; ? = inconclusive; . = no result given; [ ] = remark or other dose. Unless noted, the call rests on the fitted dose curve; in most records, active means well fitted curve in the direction sought with a large enough effect; inconclusive means small, poorly fitted or top-dose-only effect, or another doubt; inactive means no such curve, though single readings can be large; an effect the other way counts as inactive or inconclusive.

SMILES | FBPA coupling cs | CXXC DNA block | PKM2 act | Menin MLL FP TR | TRPV1 ag | Giardia killer | GALK inh | KCNH2 WT inh | KCNH2 3.1 inh | USP2a block | B2AR arrestin
CCOC(=O)c1oc2ccccc2c1NC(=O)c1cccc(OC)c1 | 5.0 | -3.2% | 2.9% | 43.1%[activator] | 21.1 | -1.6 | -2.2% | 3.1 | -9.5 | 0.8% | 0.2%
c1ccc(CCc2nn3c(-c4ccncc4)nnc3s2)cc1 | 0.0 | 0.2% | -8.4% | 8.2% | 3.6 | 7.8 | -0.5% | -11.2 | 2.7 | -1.2% | -0.1%
O=C(CCCNC(=O)c1ccc(Cl)cc1)Nc1ccc(S(=O)(=O)Nc2ncccn2)cc1 | 3.8 | 1.2% | -2.5% | . | -4.7 | 23.9 | 0.1% | 0.5 | 4.0 | 3.3% | 0.3%
CCC(CC)c1nnc(NC(=O)c2ccc(N3CCCC3=O)cc2)s1 | 2.5 | -13.6% | 0.5% | 5.9% | -1.4 | -0.1 | 2.9% | 7.4 | 18.1 | 0.4% | -0.8%
CCN1CCN(C(=O)c2ccc3c(=O)n(Cc4ccccc4OC)c(=S)[nH]c3c2)CC1 | 2.8 | -2.0% | 0.0% | -1.3% | 1.2 | 13.0 | 1.1% | 8.2 | 1.9 | -0.4% | 0.2%
Cc1ccccc1Nc1c(-c2cccnc2)nc2ccc(Br)cn12 | -3.2 | 3.3% | -1.1% | -9.2% | 25.6 | 13.6 | -3.5% | 3.2 | -0.6 | 2.6% | 0.3%
CCOc1ccc(C(=O)Nc2cccc(NC(=O)c3cccs3)c2)cc1[N+](=O)[O-] | 0.2 | ? | 18.5% | ? | 0.0 | 8.3 | 1.3% | . | ? | -0.2% | -0.4%
C=CCn1c(-c2cccs2)nc2ccccc21 | -2.4 | -4.3% | 5.7% | ? | -5.2 | -1.4 | -0.3% | -8.0 | -9.2 | -0.2% | 3.7%
Cc1ccc(C2(c3ccc(C)cc3)NC(=O)N(CC(=O)NCCCN3CCCC3=O)C2=O)cc1 | . | . | . | . | . | -6.8 | . | 3.7 | 8.5 | 4.4% | 0.1%
COc1ccccc1NC(=O)c1cnc(SC)nc1 | -0.7 | 4.6% | -2.7% | 2.7% | 1.1 | -4.7 | 2.6% | 2.9 | 2.5 | 0.9% | 0.5%
COCC(=O)N1CCCC(N(C)CCc2ccc(OC)c(OC)c2)C1 (stereo not given) | 0.2 | 6.8% | 2.0% | -4.1% | 8.3 | 19.6 | -5.1% | -6.5 | 16.6 | -1.7% | -0.9%
CC(=O)n1cc(/C=N/NC(N)=S)c2ccccc21 | -0.4 | 7.6% | -1.9% | 10.8% | 1.9 | -8.5 | -5.9% | -10.9 | 2.5 | 2.5% | -0.5%
O=C1NC[C@H](Cc2ccc(O)cc2)N(CC2CCCCC2)C1=O | -1.3 | ? | -3.5% | . | -0.1 | 2.6 | -1.3% | -3.8 | 0.7 | -1.0% | -0.4%
COc1ccc(-n2c(Cc3cccn3C)nnc2SCC(=O)Nc2cc(Cl)ccc2OC)cc1 | 0.4 | -9.1% | -6.7% | 19.0% | 6.3 | -8.2 | -2.3% | -11.9 | -37.1 | -9.6% | -0.5%
CC1CCCCC1NC(=O)c1cccc(S(=O)(=O)N2CCN(C)CC2)c1 (stereo not given) | . | . | . | . | 0.9 | 11.3 | . | -32.8 | -7.1 | -1.4% | -0.7%
O=C(C1=C(O)C(=O)N(CCCn2ccnc2)C1c1ccc(F)cc1)c1ccco1 (stereo not given) | . | -9.4% | 0.9% | . | 2.9 | . | -4.1% | . | . | -0.4% | 0.1%
CCOC(=O)CN1C(=O)c2ccccc2Sc2ncccc21 | -0.8 | -2.9% | . | 1.4% | 2.7 | -26.3 | . | 0.1 | -3.8 | 1.1% | -0.2%
Cn1c2c(c(=O)n(C)c1=O)C(c1ccccc1Cl)C(C#N)=C(N)O2 (stereo not given) | 5.1 | -2.7% | 1.5% | . | -1.5 | 13.9 | . | -0.1 | -104.7* | 6.1% | -1.1%
O=C(COC(=O)c1cc(=O)[nH]c2ccccc12)Nc1nc(-c2cccc(Br)c2)cs1 | -0.6 | 15.8% | 0.3% | ? | 0.8 | 3.2 | 2.0% | -3.4 | 4.6 | -0.2% | 0.0%
COCCn1c(=S)[nH]c2cc(C(=O)NCCc3ccc(OC)c(OC)c3)ccc2c1=O | 4.0 | 7.9% | 0.5% | -16.0% | 1.7 | -14.8 | 1.1% | 5.3 | 5.2 | 0.8% | 0.1%
COc1ccccc1C(=O)NCCNC(=O)c1ccco1 | 4.5 | 0.9% | 4.3% | -4.2% | -2.1 | -4.3 | -1.7% | -9.9 | -5.4 | 0.7% | -0.1%
COc1ccc2[nH]c(C(O)(Cc3cccnc3)Cc3cccnc3)cc2c1 | 3.8 | 3.1% | -1.7% | -18.3% | -1.1 | -8.6 | 0.8% | -4.5 | -15.8 | 4.6% | -1.7%
CC1(C)CC(N(Cc2ccc(F)cc2)C(=O)c2ccc(F)cc2)CCO1 (stereo not given) | 2.5 | 9.6% | -0.2% | . | 4.0 | -8.5 | 2.6% | -11.8 | -0.8 | 2.0% | -0.2%
O=C(CN1C(=O)C2C3CCC(C3)C2C1=O)N1CCN(Cc2ccccc2)CC1 (stereo not given) | -0.7 | -0.2% | 3.0% | 2.7% | 0.3 | -20.5 | -3.7% | -0.8 | 17.1 | 1.9% | -0.1%
Cn1c(=O)c(C(=O)CN2CCOCC2)c(N)n(Cc2ccccc2)c1=O | 0.7 | 14.4% | 2.4% | 20.9% | 0.1 | 9.0 | -0.6% | 9.2 | -10.4 | -0.4% | 0.6%
(further entries)
SMILES | FBPA coupling cs | CXXC DNA block | PKM2 act | Menin MLL FP TR | TRPV1 ag | Giardia killer | GALK inh | KCNH2 WT inh | KCNH2 3.1 inh | USP2a block | B2AR arrestin
CN(C)c1cccc(C(=O)OCC(=O)Nc2ccccc2-c2ccccc2)c1 | -1.0 | 0.4% | -5.1% | 2.5% | 29.8 | -17.3 | -5.2% | 2.9 | 1.1 | 0.8% | 0.1%
O=[N+]([O-])c1ccc(C(=S)N2CCN(c3ccc(F)cc3)CC2)cc1 | -3.9 | -29.6% | -2.6% | 24.2% | 0.2 | 2.5 | 2.9% | -24.7 | -5.1 | -1.4% | 0.3%
CCn1c(SCC(=O)c2[nH]c(C)c(C(C)=O)c2C)nnc1-c1ccncc1 | -2.2 | 3.8% | 5.2% | -16.3% | 0.5 | 5.0 | 1.9% | -0.4 | 5.8 | -1.4% | 0.3%
CCNC(=O)NC(=O)CSc1nc2ccccc2n1CC(C)C | 2.4 | -8.5% | -15.6% | -15.4% | 0.9 | -6.7 | 3.5% | -12.2 | 2.1 | -0.6% | 0.4%
CCN(CC)CCCN=Cc1c(O)n(-c2ccccc2C)c(=O)c2ccccc12 | 1.7 | -0.4% | -0.5% | . | 3.1 | 21.0 | 12.5% | 3.1 | 11.1 | 0.2% | -0.1%
Cc1cccn2cc(-c3ccc(F)cc3)nc12 | -0.1 | -4.1% | -11.5% | 0.2% | 5.4 | -0.9 | 6.1% | 22.8 | 28.3 | 1.2% | -0.9%
CC(O)C(O)C(O)C(O)C1NCCS1 (stereo not given) | 0.3 | -2.4% | -11.5% | 1.3% | -2.5 | 12.1 | -0.7% | -5.3 | -4.3 | 1.9% | -0.8%
CCOC(=O)N1CCN(CC(O)COC2CC(C)CC(C)(C)C2)CC1 (stereo not given) | -5.2 | 1.2% | -13.0% | ? | 2.8 | -5.1 | 2.2% | -25.6 | -21.7 | -1.4% | -0.3%
COc1ccc(C)c(S(=O)(=O)Nc2ccc(OCC(=O)O)cc2)c1 | 7.8 | -7.4% | -7.5% | 4.9% | -4.2 | 34.3[activator] | 2.2% | 0.2 | 7.0 | 0.8% | -0.3%
Cc1cc(C)nc(SCc2cn3cc(Cl)ccc3n2)n1 | 1.8 | -12.8% | -0.3% | -8.4% | -2.9 | 2.1 | -0.3% | -2.7 | 7.7 | -2.2% | -0.4%
COc1ccccc1CNC(=O)COC(=O)c1nc(Cl)ccc1Cl | . | . | . | . | -3.4 | 12.9 | . | -3.2 | -5.1 | -6.4% | -0.7%
O=C(CSc1ncn(-c2ccccc2)n1)Nc1ccc(Br)cn1 | -1.1 | 5.0% | 14.6% | 32.4%[activator] | 11.7 | 8.1 | -0.4% | -1.1 | -8.7 | -2.3% | -0.4%
Cn1c(SCC(=O)n2c3c(c4ccccc42)CCCC3)nnc1-c1ccccc1 | -1.7 | 11.5% | 5.9% | ? | 12.5 | -9.8 | -3.8% | -0.3 | -15.3 | -0.9% | -0.4%

A portion of the library. The share of hits here may be higher or lower than overall.
